Screening results: PubChem, several laboratories
HUVEC tox IL1B – HUVEC cytotoxicity counter-screen, IL-1B stimulated; HUVEC cell count loss, Hoechst imaging; cell count reduction, % at 2 µM; 94,000 tested, 0.41% active;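 active = cell count reduction more than 3 SD above the screen-wide mean, cut at about 70% in these data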;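 also: normalized per plate to untreated control cells as the no-loss baseline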
Pyk2 oligo antag – antagonists of human Pyk2 oligomerization; Q14289; Q293 cells, Pyk2 FERM NanoBiT luminescence; active compounds read low; z-score (the deposit names both 25 µM and 10 µM); 99,000 tested, 0.83% active;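 active = Z-score of -3 or lower, scaled per plate to the spread of control and sample wells; inactive = z-score above -3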;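 also: negative z-score means lost luminescence so less FERM oligomerization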
TNFa cytotox – toxic to HUVEC cells under TNF alpha stimulation; HUVEC TNFalpha-stimulated, Hoechst cell count, imaging; cell count reduction, % at 2 µM; 93,000 tested, 0.17% active;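 active = cell count reduction exceeding the screen mean by over 5 SD, scaled to untreated wells per plate, cut at about 78% in these data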;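 also: cells counted after 24 h of TNF alpha exposure following the 1 h pretreatment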
VCAM1 TNFa inh – reduces TNF alpha induced VCAM1 expression in HUVEC | inhibition, % at 2 µM | 95,000 tested, 0.48% active | AID 802 | HUVEC TNFa-induced VCAM-1 immunofluorescence, high-content imaging;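 active = inhibition above the batch mean plus 3 SD, with images confirmed as a hit by eye, cut at about 37% in these data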;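 also: 0% = TNF-stimulated DMSO wells and 100% = unstimulated control wells; not every result past the cut was called active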
HUVEC inhibit – inhibitors of human endothelial cell proliferation; HUVEC proliferation, CellTiter-Glo luminescence, 72 h; active compounds read low; viability, % at 10 µM (by protocol); 86,000 tested, 1.1% active; AID 648;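 active = viability at or below 30%; inactive = viability above 30%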;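 also: 100% = median luminescence of DMSO-only cell control wells on each plate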
Smad3 FoxH1 inh – inhibitors of human Smad3 transcription factor binding | TR-FRET Smad3/Dy647-FoxH1 peptide binding, europium anti-His | inhibition, % at 25 µM | 88,000 tested, 0.29% active;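 active = compounds that reduce the energy-transfer binding signal between the protein and its labelled peptide by more than half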;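 also: 0% = Smad3 plus labelled peptide maximal FRET and 100% = peptide-only background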
Target sequence (P84022 whole entry, looked up): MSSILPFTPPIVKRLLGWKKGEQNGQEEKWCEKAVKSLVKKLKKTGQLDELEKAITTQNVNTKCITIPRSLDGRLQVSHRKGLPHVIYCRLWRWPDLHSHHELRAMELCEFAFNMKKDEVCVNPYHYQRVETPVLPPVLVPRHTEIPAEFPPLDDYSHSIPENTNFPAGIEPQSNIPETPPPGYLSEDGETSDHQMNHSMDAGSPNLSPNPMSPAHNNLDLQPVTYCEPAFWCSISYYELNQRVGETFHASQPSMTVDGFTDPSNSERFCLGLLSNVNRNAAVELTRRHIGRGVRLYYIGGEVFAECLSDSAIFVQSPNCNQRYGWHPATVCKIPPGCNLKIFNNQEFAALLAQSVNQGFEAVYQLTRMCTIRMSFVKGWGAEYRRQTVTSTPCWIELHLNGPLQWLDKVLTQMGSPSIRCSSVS
Lung fibro prol – blocks proliferation of human lung fibroblasts | LL 47 human lung fibroblast viability, ATP luminescence; active compounds read low | viability, % at 10 µM | 85,000 tested, 1.1% active | AID 719;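 active = viability at or below 50% in the single dose screen; inactive = viability above 50%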;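 also: compound exposure lasted 72 h before the ATP readout; 100% = median luminescence of untreated cell-only wells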
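Assay system: human lung fibroblast line LL 47, low passage. Input: 1,150 fibroblasts seeded per well. Times: overnight cell rest, 72 h compound treatment at 37 °C. Evaluation: % viability of median cell-only signal. Technique: luminescent ATP detection, CellTiter-Glo. Control set: cell-only wells, no compound.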
H69AR growth 86K – blocks growth of human H69AR lung tumor cells; H69AR lung tumor viability, ATP luminescence, 72 h; active compounds read low; viability, % at 10 µM; 85,000 tested, 6% active; AID 598;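 active = viability at or below 40%; inactive = viability above 40%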;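 also: multidrug resistant small cell line overexpressing MRP-1 efflux transporter; 100% = mean luminescence of untreated control wells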
F-actin modifier – modifiers of cytoskeleton assembly. 91,000 tested, 0.18% active. HUVEC TNFa F-actin phalloidin imaging, high content. inhibition, % at 2 µM;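 active = inhibition above the batch mean plus 3 SD and confirmed as a hit by visual image inspection, cut at about 30% in these data, passing the limit was not always enough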; also: strong numbers were not always called active
An asterisk follows results filed as active; · = no result given; [ ] = another dose, or the depositor's remark. These rows are one share of the data; the hit share may differ from the screen's.

SMILES	HUVEC tox IL1B	Pyk2 oligo antag	TNFa cytotox	VCAM1 TNFa inh	HUVEC inhibit	Smad3 FoxH1 inh	Lung fibro prol	H69AR growth 86K	F-actin modifier
C=CCN1C(=O)/C(=C\c2ccc(C)cc2)N=C1SCC(=O)NCCC	0	-0.95	-19	7	·	·	·	·	17
Cc1cc2cc(C(c3nnnn3Cc3ccccc3)N3CCc4ccccc43)c(=O)[nH]c2cc1C (stereo not drawn)	-12	-0.28	-38	9	85	11	87	72	·
COc1ccc2c(c1OC)C(=O)N1c3ccccc3COC21 (stereo not drawn)	3	0.78	-1	-3	95	4	103	67	-6
CC(C)Cc1nnc(NS(=O)(=O)c2ccc(Cl)cc2)s1	4	·	-17	19	89	-10	99	92	0
COc1ccc(Nc2ncccc2C(=O)NCc2ccccc2)cc1	9	-1.1	7	-5	99	7	85	114	-6
COC(=O)CSc1nnc(CNC(=O)c2ccc(S(=O)(=O)N3CCCCC3)cc2)n1C	-9	1.2	-19	11	97	2	102	91	24
Cc1cc(C)n2nc(/C(C#N)=C/c3ccccc3)c(C#N)c2n1	-102	-0.84	-27	8	·	·	·	·	-7
O=S1(=O)CC(O)C(N2CCCCC2)C1 (stereo not drawn)	2	0.24	-5	5	106	4[fluorescence artefact?]	101	103	-14
Cn1nc(-c2ccc(Cl)cc2)c2cc(C(=O)NCc3ccco3)sc21	0	·	-14	27	62	-12	78	68	-15
C/C(Cl)=C\Cn1c(Nc2ccc(C)cc2)nc2c1c(=O)n(C)c(=O)n2C	-17	-0.1	-3	22	94	-2	97	69	-9
Cc1cc(F)c(F)c(C(=O)NC2CC2)c1Cl	-45	0.33	-13	4	104	6	106	104	-7
CSc1nc2sc3c(c2c2nncn12)CCC3	·	·	·	·	93	-2	89	77	·
CCN(CC(=O)NC1CCS(=O)(=O)C1)c1nc(-c2cccnc2)nc2ccccc12 (stereo not drawn)	-13	0.16	-8	10	95	-5	98	90	20
O=C(c1csc2ccccc12)n1cccn1	-149	0.28	-9	19	94	10	99	99	-6
N#Cc1c(N)nc2c(c1-c1ccc3c(c1)OCO3)CCCCCC2	·	-0.01	·	·	104	22	95	67	·
CC(C)NC(=O)c1ccccc1NC(=O)Cc1ccc(Cl)cc1	-2	0.75	-5	5	·	·	·	·	4
O=C(Cn1c(=O)sc2ccccc21)Nc1ccc2c(c1)OCCO2	-4	-0.48	-12	0	95	-2	93	91	2
C1=C2C[N+]3(CCCC3)CC2Cc2ccc3ccccc3c21 (stereo not drawn)	-10	1.2	-24	1	90	12[fluorescence artefact?]	98	89	-9
N#Cc1ccccc1NC(=O)CSc1nnc(-c2ccccc2O)n1-c1ccccc1	2	-1.4	10	-5	84	2	90	33*	-6
Cc1ccc(C)n1-c1ccc(N2CCOCC2)cc1	-5	-0.77	7	-8	96	-4	93	78	-1
CCOc1cccc(=O)c2c(C)n(CC3CCCO3)c(C)c12 (stereo not drawn)	15	-0.06	-25	21	92	0	103	92	-17
Nc1ccc(NC(=O)c2ccccc2)c2c1C(=O)c1ccccc1C2=O	-6	-1.5	-7	9	·	·	·	·	-8
Cc1ccc(NS(=O)(=O)c2ccc(OCC(=O)N3CCOCC3)cc2)cc1	14	0.56	-14	6	97	-4	103	97	-4
Cc1ccc(OCc2nnc(SCC(=O)C(C)(C)C)n2Cc2ccco2)cc1	-1	0.1	-25	-24	103	15	100	97	6
Cc1ccccc1C(=NC(=O)c1ccccc1)c1ccccc1	-16	0.46	-6	6	·	·	·	·	7
CCCCOc1ccc(S(=O)(=O)Nc2cccnc2)cc1	-70	-0.85	-32	2	·	·	·	·	32
CC(C)c1ccc(CN(C(=O)C2COc3ccccc3O2)C2CCS(=O)(=O)C2)cc1 (stereo not drawn)	15	0.11	14	-6	100	0	106	66	1
Cc1ccc(NC(=S)NC(=O)c2c(-c3ccccc3Cl)noc2C)cc1	-22	0.06	10	-31	·	·	·	·	11
Cc1csc2nc(CNC(=O)C3CCCCC3)cn12	·	·	·	·	105	-3	102	99	·
Cc1ccc(OS(=O)Nc2cccc3nccnc23)cc1 (stereo not drawn)	-22	-0.47	-49	-2	80	4	81	85	20

Compound profiles, from the list above. Values in the order: HUVEC tox IL1B, Pyk2 oligo antag, TNFa cytotox, VCAM1 TNFa inh, HUVEC inhibit, Smad3 FoxH1 inh, Lung fibro prol, H69AR growth 86K, F-actin modifier
Profile of Nc1ccc(NC(=O)c2ccccc2)c2c1C(=O)c1ccccc1C2=O = -6, -1.5, -7, 9, ·, ·, ·, ·, -8
Profile of O=C(Cn1c(=O)sc2ccccc21)Nc1ccc2c(c1)OCCO2 = -4, -0.48, -12, 0, 95, -2, 93, 91, 2
Profile of N#Cc1ccccc1NC(=O)CSc1nnc(-c2ccccc2O)n1-c1ccccc1 = 2, -1.4, 10, -5, 84, 2, 90, 33*, -6
Profile of Cc1ccc(OS(=O)Nc2cccc3nccnc23)cc1 (stereo not drawn) = -22, -0.47, -49, -2, 80, 4, 81, 85, 20

(list continues)
SMILES	HUVEC tox IL1B	Pyk2 oligo antag	TNFa cytotox	VCAM1 TNFa inh	HUVEC inhibit	Smad3 FoxH1 inh	Lung fibro prol	H69AR growth 86K	F-actin modifier
CSc1nnc2c(n1)OC(c1cccn1C)N(C(C)=O)c1ccccc1-2 (stereo not drawn)	-21	0.52	-32	-7	100	12	91	92	47
COC(=O)c1nn(-c2ccc(Cl)cc2)c(=O)cc1Sc1ccccn1	-46	1.4	-9	-6	·	·	·	·	-5
COc1ccc(-c2nc(CS(=O)CC(=O)NCCC3=CCCCC3)c(C)o2)cc1 (stereo not drawn)	-8	·	-12	15	93	10	96	98	-4
CC(C(=O)N1CCCCC1)n1ncn2cccc2c1=O (stereo not drawn)	·	4	·	·	102	9	102	101	·
CCOc1nc(-c2ccc(Cl)cc2Cl)ccc1C#N	-2	0.63	-30	0	·	·	·	·	26
CCOc1ccc(S(=O)(=O)N(CCO)CCO)cc1-c1nc2c(C(C)(C)C)nn(C)c2c(=O)[nH]1	7	-0.73	4	-10	82	-1	97	55	-18
OCc1cn(-c2ccccc2)nc1-c1ccc2c(c1)OCCO2	-47	-0.68	-1	6	78	7	109	66	2
CCN(CC)S(=O)(=O)c1ccc(Cl)c(C(=O)NCc2ccccc2Cl)c1	-10	-0.02	-4	8	96	-5	91	79	-21
c1ccc(CNc2nc3ccccc3n3cnnc23)nc1	3	·	-44	17	106	10	93	82	0
O=C1CCc2cc(S(=O)(=O)N3CCCC3C(=O)N3CCN(c4ccccc4F)CC3)ccc2N1 (stereo not drawn)	-8	·	-14	5	108	8	95	92	7
Cc1ccc(NC(=O)CC2COc3ccccc3O2)cc1 (stereo not drawn)	-9	-0.19	8	1	107	3	109	110	13
Cc1ccc(OCC(=O)Nc2ccc([N+](=O)[O-])cn2)cc1C	14	1.9	-24	-1	·	·	·	·	7
CCN(CC)c1ccc(N=Cc2ccc(N(CC)CC)cc2O)cc1	-34	-2	-34	-2	81	-1	93	57	1
c1ccc2sc(NC3=NCN(Cc4ccc5c(c4)OCO5)CN3)nc2c1	8	1.1	-15	-4	85	15	93	98	-16
CCC(C)NC(=O)C1CCCN(C(=O)Nc2ccc(F)cc2)C1 (stereo not drawn)	·	0.91	·	·	93	-8	104	104	·
CCc1nc(C)cn1S(=O)(=O)c1cc(C)c(OC)cc1C	1	·	-7	-6	111	-4	99	85	-11
O=C(CS(=O)(=O)c1ccc(Cl)c(Cl)c1)Nc1ccccc1Cl	16	-0.27	-16	-7	·	·	·	·	27
C(=N\n1cnnc1)/c1cccc2ccccc12	-11	0.57	0	3	65	1	102	90	-24
CCOc1ccc2nc(NC(=O)CSc3nc(SC)ns3)sc2c1	4	-0.94	2	-8	·	·	·	·	-2
Cc1nn(-c2ccccc2)c(C)c1C(=O)Nc1nnc(-c2ccco2)o1	-21	0.68	-25	11	65	13	76	43	13
COC(=O)c1c(-c2cccs2)csc1NC(=O)CSc1ncnc2sc(C)c(C)c12	6	1.3	-12	-4	·	·	·	·	4
CC1=C(C(=O)OC(C)C)C(c2cccc(F)c2)n2ncnc2N1 (stereo not drawn)	-2	·	-3	7	98	11	96	92	7
Cc1ccc(SC(C)C(=O)Nc2c(C)n(C)n(-c3ccccc3)c2=O)cc1 (stereo not drawn)	4	0.45	-6	6	98	10	103	97	-14
O=C(CCS(=O)(=O)c1cccs1)Nc1ccc(C(=O)NCc2cccs2)cc1	-3	-0.03	10	4	86	-3	100	81	-3
c1cc(N2CCCC2)ccc1C(c1nnnn1C1CCCCC1)N1CCOCC1 (stereo not drawn)	-28	-0.04	-22	14	100	0	100	82	1
COCCCNc1ncnc2c1[nH]c1ccccc12	0	·	1	4	·	·	·	·	-15
O=C(Cn1cccc1)NC1CCCCCC1	11	-0.61	2	0	98	4	104	86	-30
CCOC(=O)C(NCc1ccc2c(c1)OCO2)(NC(=O)c1ccccc1)C(F)(F)F (stereo not drawn)	-2	-0.36	-4	8	103	5	91	78	22
CC1(C)CCCC2=C1CC1C(=O)N(Cc3cccnc3)C(=O)C1C2 (stereo not drawn)	-12	0.48	-21	8	103	-1	97	85	-9
Cc1cccc(C(=O)N(C)c2nnc(-c3ccncc3)s2)c1	24	1.6	17	-13	·	·	·	·	-7
O=C(CC1NC(=O)NC1=O)Nc1ccc(Cl)cc1 (stereo not drawn)	-3	0.56	-17	-11	93	6	104	100	14
CCCn1nnc2sc3c(c2c1=O)CCC(C)C3 (stereo not drawn)	-21	-0.67	-3	-5	102	-27[fluorescence artefact?]	88	97	-2
CCOC(=O)C1CCCN(C(=O)C2CCN(S(=O)(=O)N3CCC4(CC3)OCCO4)CC2)C1 (stereo not drawn)	10	1.3	-28	10	107	10[fluorescence artefact?]	104	94	1
O=C(CNCc1ccco1)Nc1ccccc1-n1cccc1	0	-0.07	13	15	·	·	·	·	4
Cc1cc(C)n(-c2nc3ccccc3c3nc(C)nn23)n1	·	·	·	·	100	-6	103	87	·
O=C(Cc1cccc2ccccc12)N1CCCc2ccccc21	-9	-1.4	60	10	98	-4	91	94	23
COC(=O)c1ccc(NC(=O)C(=O)N2CCCC2)cc1	6	0.49	-2	5	103	1	114	79	7
CN1CCc2nc(SCC(=O)Nc3ccc(F)cc3)c(C#N)cc2C1	-7	·	-28	14	111	15[fluorescence artefact?]	94	86	-1
CN(C)c1ccc2c(c1)OC(N)=C(C#N)C2c1cccc(F)c1 (stereo not drawn)	·	-3.1*	·	·	31	9	55	25*	·
COc1ccc(C(=O)SC2=NCCS2)cc1	20	-1.3	-2	-1	91	-14	98	89	-6
COc1ccc(S(=O)(=O)N2CCN(C)CC2)c2ccccc12	·	·	·	·	85	4	91	98	·
COc1ccc(N2CCN(Cc3nc(N)nc(Nc4ccc(C)c(Cl)c4)n3)CC2)cc1	10	-0.37	16	13	64	-8	98	23*	-12
CCOC(=O)C(C(=O)OCC)C(Nc1ccc(Br)cc1)c1ccccc1 (stereo not drawn)	-40	-0.81	-8	-13	·	·	·	·	-22
Cc1cc(C2N=C(N)Nc3nc4ccccc4n32)c(C)n1-c1ccccc1Cl (stereo not drawn)	·	0.25	·	·	58	-3	81	69	·
COc1c2c(nc3occc13)C(CCC(C)(C)O)(OC)C(O)CC2 (stereo not drawn)	4	-0.43	-18	9	93	-4	102	90	-5
